# High-throughput results as filed in PubChem.
# BAZ2B block = BAZ2B (human) inhibition; AlphaScreen BAZ2B-H3K14Ac peptide displacement; Potency, µM (series often up to 114 µM), for the others: top-dose activity change, negative = inhibition, hits mostly inhibitors; Q9UIF8; AID 504333; 360,000 tested, 4.4% active; also: potency is read from the fitted curve at half-maximal effect; % is scaled to controls: 0 for no effect and ±100 for the full control effect; nearly all actives have a fitted effect of over 60% in size
#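 BAZ2B 50 nM plus b-H3(5-23)K14Ac 50 nM, PBS pH 7.4/0.01% Tween-20, 30 min RT; compound added (max 110 uM), 30 min RT; streptavidin donor/Ni-chelate acceptor beads 10 ug/mL final, 20 min dark; AlphaScreen read.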
# JMJD2A Tudor = inhibitors of human JMJD2A Tudor domain; O75164; AlphaScreen JMJD2A-Tudor / H3K4me3 peptide binding; Potency, µM (doses to about 114 µM), for the others: top-dose activity change, negative = inhibition, hits mostly inhibitors; 390,000 tested, 4.4% active; also: potency is read from the fitted curve at half-maximal effect; % is scaled to controls: 0 for no effect and ±100 for the full control effect; nearly all actives have a fitted effect of over 50% in size
# 12-LOX inh = blocks human arachidonate 12S-lipoxygenase | P18054 | purified 12hLO, xylenol orange hydroperoxide absorbance | Potency, µM (doses to about 108 µM), without a hit: at the top dose activity change, negative = inhibition, hits mostly inhibitors | 580,000 tested, 1.1% active | AID 1671190; also: potency is read from the fitted curve at half-maximal effect; % is scaled to controls: 0 for no effect and ±100 for the full control effect
#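 Purified human 12hLO at 150 nM in 25 mM Hepes, 0.01% Triton X-100, pH 7.0, preincubated 15 min at room temperature with compound. Reaction started with 40 uM arachidonic acid, 30 min at room temperature. Hydroperoxide measured by Fe-xylenol orange, 573/405 nm absorbance ratio.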
# PI4K2A block = inhibitors of human PI4K2A | Q9BTU6 | purified PI4K2A, ADP-Glo luminescence, 1 h; stronger effect = lower value | activity change, negative = inhibition, % at 76.9 µM | 420,000 tested, 0.13% active | AID 1346378; in the data active = activity change below about -50%; inconclusive = mostly about -30% to -49%;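 also: -100% = wells without enzyme as full effect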
#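 In this quantitative HTS, ADP production by PI4K2A was quantified luminescently after 1 h at ambient temperature; 100 microM adenosine served as plate-quality control.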
# ERG Ets-DNA blk = blocks human ERG Ets domain binding to DNA. Potency, µM (series often up to 76.9 µM), for the others: at the top dose FP activity, negative = inhibition, most hits filed as inhibitors. AID 624246. 370,000 tested, 0.028% active. fluorescence polarization, His-ERG Ets domain / labelled DNA. P11308; active = well fitted inhibition curve with a large enough effect in the polarisation, with a control signal flat; inconclusive = small, poorly fitted or top-dose-only effect, or effect the other way, or a change in a side signal; inactive = no such curve, though single readings can be large or run the other way; the % refers to the polarisation;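 also: polarization taken with two DNA probes labelled with fluorescein and Texas red; potency is read from the fitted curve at half-maximal effect; % of control where 0% means no effect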
# Target sequence (P11308 whole entry, looked up, the tested form may be a part): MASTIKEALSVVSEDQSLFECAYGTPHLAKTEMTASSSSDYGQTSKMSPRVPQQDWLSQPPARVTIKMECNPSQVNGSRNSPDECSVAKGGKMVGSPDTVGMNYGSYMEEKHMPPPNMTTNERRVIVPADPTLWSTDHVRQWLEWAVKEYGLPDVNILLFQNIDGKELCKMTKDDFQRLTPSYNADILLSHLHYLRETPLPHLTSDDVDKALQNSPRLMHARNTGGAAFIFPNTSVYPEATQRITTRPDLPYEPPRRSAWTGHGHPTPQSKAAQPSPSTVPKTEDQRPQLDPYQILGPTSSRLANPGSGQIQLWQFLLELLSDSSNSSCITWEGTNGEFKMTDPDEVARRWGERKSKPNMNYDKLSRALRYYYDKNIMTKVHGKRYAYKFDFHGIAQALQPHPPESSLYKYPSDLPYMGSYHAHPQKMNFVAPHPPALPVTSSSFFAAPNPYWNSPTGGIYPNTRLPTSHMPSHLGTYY
#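 His-tagged ERG Ets domain (1 uM in the protein solution; 300mM KCl, 50mM Tris-HCl, 1mM EDTA, 1mM DTT, pH 7.5) received compound, then a probe mix of 5 nM fluorescein-DNA and 100nM Texas-615-DNA. Fluorescence polarization was read for both dyes.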
# GLS inhibitor = glutaminase GLS (human) inhibition; AID 624170; O94925; 410,000 tested, 0.21% active; GLS enzymatic activity, qHTS titration; Potency, µM (series often up to 45.5 µM), for inactives: at the top dose activity change, negative = inhibition, most hits filed as inhibitors; also: potency is read from the fitted curve at half-maximal effect; % is scaled to controls: 0 for no effect and ±100 for the full control effect
#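 Coupled fluorescence readout: glutamate oxidase/HRP/Amplex Red detect glutamate formed by hKGA from L-glutamine (1 mM solution added). Buffer 45 mM KH2PO4 pH 8.2, 0.02% Tween-20; reads at t0 and 30 min RT.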
# HP1b chromo inh = HP1-beta chromodomain-methylated histone interaction inhibition | P83916 | AlphaScreen HP1-beta / biotin-H3K9me3 peptide binding | Potency, µM (titrated, usually from 114 µM), without a hit: at the highest dose activity change, negative = inhibition, actives largely listed as inhibitors | 390,000 tested, 0.56% active | AID 540317; also: potency is read from the fitted curve at half-maximal effect; nearly all actives have a fitted effect of over 70% in size; inactives centre near 23
#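 AlphaScreen: HP1-beta (50 nM) preformed 30 min with biotin-H3(1-18)K9me3 peptide (50 nM) in PBS pH 7.4, 0.01% Tween-20. Compound added for 30 min at RT, then streptavidin donor/nickel chelate acceptor beads (10 ug/mL) for 30 min.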
# RGS4 inh = human RGS4 inhibition | Transcreener GDP fluorescence polarization, RGS4-accelerated GTP hydrolysis | Potency, µM (series often up to 114 µM), for inactives: at the top dose activity change, negative = inhibition, most hits filed as inhibitors | 390,000 tested, 0.039% active; also: potency is read from the fitted curve at half-maximal effect; % is scaled to controls: 0 for no effect and ±100 for the full control effect; nearly all actives have a fitted effect of over 75% in size; some results filed as inactive show a strong effect at the top dose
# Target sequence (P49798 whole entry, looked up): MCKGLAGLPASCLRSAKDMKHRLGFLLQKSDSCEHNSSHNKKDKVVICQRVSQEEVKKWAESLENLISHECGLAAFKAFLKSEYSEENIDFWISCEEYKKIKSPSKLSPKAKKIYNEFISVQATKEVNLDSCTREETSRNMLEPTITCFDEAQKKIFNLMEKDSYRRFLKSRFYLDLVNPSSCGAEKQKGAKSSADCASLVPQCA
#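 MLSMR compounds (23 nl, pin-transferred) preincubated 10 min at room temperature with a 500nM (2x) first reagent, then RGS4 at 900nM (2x) plus Transcreener GDP mix added; fluorescence polarization (620/688 nm) read before and after 90 min at 30 °C.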
# G9a inh = inhibitors of human histone lysine methyltransferase G9a | Q96KQ7 | G9a H3K9 monomethylation, AlphaScreen, 2 h | Potency, µM (highest dose often 102 µM), inactives show at the highest dose activity, negative = inhibition, most hits filed as inhibitors | 350,000 tested, 8.8% active; also: potency is read from the fitted curve at half-maximal effect; % is scaled to controls: 0 for no effect and ±100 for the full control effect; nearly all actives have a fitted effect of over 75% in size
# Target sequence (Q96KQ7 913-1193 limits assumed): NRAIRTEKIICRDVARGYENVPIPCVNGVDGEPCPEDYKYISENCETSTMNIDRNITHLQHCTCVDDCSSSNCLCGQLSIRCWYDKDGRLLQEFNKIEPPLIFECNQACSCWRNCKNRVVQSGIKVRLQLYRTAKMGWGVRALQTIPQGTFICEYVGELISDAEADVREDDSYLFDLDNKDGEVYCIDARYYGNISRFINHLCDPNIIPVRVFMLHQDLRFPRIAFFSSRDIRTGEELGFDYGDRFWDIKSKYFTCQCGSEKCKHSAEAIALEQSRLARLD
#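 Enzyme 20 nM + cpd, 15 min RT; add b-H3K9 pep 500 nM / SAM 20 uM; 2 h RT; anti-H3K9me1 Ab 0.5 ug/mL + SA donor / anti-rabbit acceptor beads 20 ug/mL each, 10 min; AlphaScreen read.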
# * marks the source's active call; other numbers are inactive results; ? = inconclusive; . = not tested or not shown; & = joins results of further samples; [ ] = remark or other dose. Unless noted, calls follow the shape of the dose curve; as a rule, active = well fitted curve in the direction sought with a large enough effect; inconclusive = small, poorly fitted or top-dose-only effect, or another doubt; inactive = no such curve, though single readings can be large; an effect the other way counts as inactive or inconclusive. An excerpt. The share of hits here may be higher or lower than overall.
SMILES,BAZ2B block,JMJD2A Tudor,12-LOX inh,PI4K2A block,ERG Ets-DNA blk,GLS inhibitor,HP1b chromo inh,RGS4 inh,G9a inh
O=S(=O)(Nc1ccc2c(c1)OCO2)c1cccs1,13%,-20%,-16%,-10,-1%,17%,19%,11%,24%[59 µM]
CCCOc1ccc(NC(=O)CC2C(=O)N(c3ccc(C)cc3)C(=O)N2C(C)C)cc1 (stereo not drawn),-15%,-5%,-18%,5,0%,4%,35%,-14%,-4%[59 µM]
S=C(NCCc1ccccc1)Nc1ccc(N2CCCCC2)cc1,?,-35%,-7%,-1,4%,7%,8%,7%,-11%
COCCOC(=O)C1=C(C)NC2=C(C(=O)CCC2)C1c1ccc2c(c1)OCO2 (stereo not drawn),-3%,-7%,1%,-1,.,16%,18%,-6%,9%[12.7 µM]
O=C(Nc1ccc(F)cc1)N1CCCN(c2ccc(C(F)(F)F)cn2)CC1,-4%,-6%,?,5,-9%,-10%,46%[activator],-25%,30%
COc1ccccc1N=NC1=C(O)CC(C)(C)CC1=O,-38%,?,-20%,2,-12%,-11%,-6%,-30%,?
Fc1ccccc1OCc1nc(-c2ccc(-n3cccc3)cc2)no1,-14%,-10%,-11%,-3,-7%,-3%,22%,15%,-5%[59 µM]
O=C(NCC1CCN(C(=O)c2ccc([N+](=O)[O-])cc2)CC1)C(=O)Nc1ccccc1,-1%,-10%,-7%,-3,-3%,-2%,20%,8%,3%[59 µM]
CC(C)/C=C1\CC/C(=C\c2cccnc2)C1=O,?,-10%,0%,-3,-1%,2%,14%[57 µM],-10%,10%[59 µM]
COc1cccc(-n2c(SCC(=O)Nc3nccs3)nnc2-c2ccoc2C)c1,-35%,-4%,?,-8,-1%,4%,27%,-2%,-8%[59 µM]
O=C(CCSc1ccc(Cl)cc1)N1CCOCC1,1%,-10%[57.1 µM],0%,1,6%,0%,13%,-9%[11.4 µM],13%[59 µM]
Cc1ccc(C(=O)CCC(=O)NNC(=O)c2ccccc2O)cc1,7%,-8%,-14%,-2,-7%,18%,30%,12%,15%[2.33 µM]
COc1ccccc1NC(=O)CCS(=O)(=O)c1ccc2c(c1)oc(=O)n2C,-11%,5%,-5%,1,-1%,-2%,55%[activator],-3%[11.4 µM],-9%
COCCOC(=O)c1c(C)oc2ccc(OCc3ccccc3)cc12,203%[activator],173%[activator],6%,2,3%,13%,224%[activator],-24%,342%[activator]
Cc1cc2c(cc1S(=O)(=O)N1CCN(c3ccccc3)CC1)OCC(=O)N2,-1%,-14%,-14%,-2,-9%,5%,24%,16%,25%
CCOc1ccc(Nc2nc(N)c([N+](=O)[O-])c(N3CCN(C)CC3)n2)cc1,?,-25%,2%,-4,2%,2%,16%,-11%,79µM*
Cc1ccc(C(=O)Nc2cccc([N+](=O)[O-])c2)cc1S(=O)(=O)Nc1ccc(C(=O)O)cc1,?,-3%,-1%,3,-1%,-19%,13%,-24%,1%
CC(Oc1ccccc1)C(=O)NCc1cccnc1 (stereo not drawn),7%,-13%,25%,1,-10%,7%,19%,3%,-7%[0.0925 µM]
COc1ccccc1N1CCN(C2CCCN(S(=O)(=O)c3ccc(C)cc3)C2)CC1 (stereo not drawn),-32%,-31%,?,0,5%,7%,6%,31%,56µM*
CCOC(=O)/C(C#N)=C/c1cn(CCOc2ccccc2)c2ccccc12,2%,15%,-16%,-6,4%,1%,43%[activator],0%,34%[59 µM]
Cc1cc(C)n(CNc2nc(C(F)(F)F)cs2)n1,-8%,-15%,7%,1,-1%,-1%,-3%,17%,?
COc1ccc(CNC(=O)COc2cccnc2[N+](=O)[O-])cc1,0%,-1%,?,-3,-17%,0%,24%,2%,0%
CO/N=C1\CN(c2nc3c(cc2F)c(=O)c(C(=O)O)cn3C2CC2)CC1CN (stereo not drawn),.,.,-2%[22.9 µM],2,.,-6%,.,.,-7%[2.33 µM]
COc1ccc(-c2nc(CSCC(=O)N3CCN(C)CC3)c(C)o2)cc1OC,9%,-6%,127%[activator],-3,-15%,1%,34%,-11%,-10%
O=C(COc1ccc(F)cc1Br)NCc1ccccn1,-7%,-7%[57.1 µM],13%,2,-1%,3%,52%[activator],0%[56.9 µM],28%[59 µM]
O=S(=O)(Nc1ccc2ccccc2n1)c1ccc2c(c1)CCO2,4%,?,-32%,7,-8%,2%,31%,-8%,.
Cn1c(=O)c2c(nc(-n3ccnc3)n2Cc2ccc(Cl)cc2Cl)n(C)c1=O,-3%,-6%,5%,0,.,-2%,54%[activator],-24%,-3%
Cc1ccccc1N1C(=O)CSC1=C(C#N)C#N,9%,-25%,-9%,-4,110%[activator],-9%,-3%,-10%,-11%
COc1cc(CNC(C)(C)CO)cc(Br)c1OCc1ccc(Cl)cc1Cl,-28%,-30%,?,1,0%,-1%,-2%,47%,?
CNC(=O)c1cc(C(=O)c2ccc(C(F)(F)F)cc2)c[nH]1,-4%,3%,0%,-6,-27%,-2%,19%,-11%,10%
Cc1cc(-c2ccccc2)nc2cc(C(=O)Nc3cc(C(F)(F)F)ccc3Cl)nn12,?,?,-14%,0,-5%,-9%,10%,?,?
COCCC1CCCCN1C(=O)c1ccc2nc(Cc3ccccc3F)oc2c1 (stereo not drawn),-18%,-20%,1%,-4,1%,7%,3%,6%,67%[activator]
Cc1onc(-c2c(F)cccc2Cl)c1C(=O)OCC(=O)N1C(C)CCCC1C (stereo not drawn),.,-11%,-10%,-9,0%,5%,8%,4%,.
Cc1c(-c2ccccc2)oc2c(C(=O)OCCN3CCCCC3)cccc2c1=O,.,.,-25%[22.9 µM],-7,.,-5%[20 µM],.,.,-32%[21.5 µM]
Cc1ccc(S(=O)(=O)N2CCN(C(=O)COC(=O)COc3ccc(Cl)cc3)CC2)c(C)c1,.,-9%,-1%,3,-4%,-2%,19%,18%,.
CN1CCN(c2ccc([N+](=O)[O-])cc2S(=O)(=O)N2CCOCC2)CC1,7%,17%,41%[activator],6,-8%,-4%,42%[activator],-11%,.
Cc1cc(C)n2nc(SCC(=O)NC(=O)c3ccccc3Cl)nc2n1,0%,-11%,-1%,-3,0%,5%,12%,10%,-9%[59 µM]
Cc1cc(OCCCC(=O)NNC(=O)c2ccncc2)ccc1Cl,4%,-13%,7%,-1,10%,18%,68%[activator],-17%,58%[activator]
CC(C)(C)C(=O)Nc1ccccc1C(=O)NCCCn1ccnc1,18µM*,50µM*,-1%,2,-21%,1%,24%,-1%,-3%
Cc1ccc(-c2nnc(CSc3nnc(COc4ccccc4)n3-c3ccc(C)cc3)o2)cc1,-27%,-30%,0%,3,3%,6%,15%,25%,-38%
COc1ccc(-n2cnnc2SCC(=O)NCc2cccs2)cc1,-2%,-5%,0%,-5,-14%,3%,25%,?,-12%
COCCCn1c(SCC(=O)NC2CCCC2)nnc1-c1ccncc1,-1%,0%,-6%,0,-18%,-8%,18%,8%,0%
FC(F)(F)COc1nc(N/N=C/c2cccnc2)nc(N2CCCCC2c2ccccn2)n1 (stereo not drawn),?,-16%,24%,-1,1%,8%,17%,21%,4%
Cc1cc(=O)[nH]c(SCC(=O)NNC(=O)Cc2ccccc2)n1,-38%,-3%,14%,-1,-3%,8%,17%,31%,36%
O=C1N/C(=N/N=C/c2ccccc2)SC1(c1ccccc1)c1ccccc1,8%,-5%,12%,2,.,-5%,14%,3%,-6%[59 µM]
COc1ccc2cc(CN(CCc3ccccc3)Cc3nnnn3CC3CCCO3)c(=O)[nH]c2c1 (stereo not drawn),1%,-21%,?,-1,.,21%,5%,9%,-33%
CN1C(=O)C2C=CC1C1C(=O)N(c3ccccc3)C(=O)C21 (stereo not drawn),?,0%,0%,2,-1%,11%,37%,-25%,-46%
Nc1ccn([C@H]2C[C@H](O)[C@@H](CO)O2)c(=O)n1,-2%&-18%,-1%&-5%,-29%&-2%,1&0,9%&12%,-10%&-10%,52%&57%[activator],-9%,20%[59 µM]
CC(C)C[C@H](NC(=O)N1CC(=O)Nc2ccccc21)C(=O)N[C@H](Cc1ccccc1)C(=O)O,-1%,-19%,0%,-4,-3%,5%,15%,4%,-7%[12.7 µM]
CCCn1c(N2CCOCC2)nc2c1c(=O)[nH]c(=O)n2C,33%[activator],-5%,7%,0,.,-2%,18%,-10%,8%[12.7 µM]
Cc1cc(C)c2cc(CN(CCCN(C)C)C(=S)NCc3ccccc3)c(=O)[nH]c2c1,-6%,-20%,-14%,1,-3%,-4%,16%,-2%,-38%
CC(=O)Nc1ccc(OCC(O)Cn2nc(C)c(C)c2C)cc1 (stereo not drawn),0%,4%,?,5,-5%,-3%,8%,8%,-13%[2.33 µM]
C=CCC[C@@H](Cc1ccc(F)cc1)C(=O)OC[C@@H](Cc1c[nH]c2ccccc12)NC(=O)[C@@H](CC=C)CC(=O)NCCO,.,?,-10%,0,21%,-2%,0%,-14%,.
NC(=O)c1cc(S(=O)(=O)NCc2ccc(Br)cc2)cs1,-10%&7%,-16%&0%,2%&-12%,5&-6,1%&-5%,-1%&6%,31%&32%,-23%&-11%,-3%
O=C(CCNC(=O)c1ccc(Br)cc1)NNC(=O)COc1ccccc1F,.,-2%,4%,7,-9%,-7%,45%[activator],-39%,.
